KCNQ1 act: potentiators or activators of KCNQ1 channel, primary screen, cell-based, thallium flux, high-throughput; B-score at 10 µM; actives 0.35% (n = 310,000); CHO-K1 KCNQ1, thallium flux FluxOR fluorescence; hits give high values; Potassium voltage-gated channel subfamily KQT member 1 (Homo sapiens), P51787;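 active means fluorescence ratio B-score, a plate-corrected score, at least three library SD, with initial intensity B-score within 5 SD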
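Medium – assay buffer, equal DMSO in all wells · Material – CHO-K1 cell line with stable KCNQ1 potassium channel expression · Signal – kinetic FluxOR thallium fluorescence, 10-s 1-Hz baseline, 110-s post-stimulus read · Compound – single concentration per compound, DMSO matched to controls · Schedule – 37 °C overnight plating, 90-min dark dye load, 20-min compound pretreatment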
GSK3beta inhib: human GSK3beta kinase inhibitors, primary screen, biochemical, cell-free homogeneous, HTS; actives 0.038% (n = 300,000); GST-GSK3beta kinase, ADP-Glo luminescence, 60 min; hits give low values; Glycogen synthase kinase-3 beta (Homo sapiens), P49841; activity score (negative = inhibition), % at 10 µM; AID 2097, 2009;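 active means more than half of replicate wells score below -50%, meaning over 50% inhibition versus plate controls; inconclusive means some replicates but at most half score below -50%; inactive means no replicate scores below -50%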;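 further: 0% = median DMSO wells and -100% = median GW8510 positive control wells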
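Test system – GST-tagged human GSK3beta kinase, cell-free · Incubation – 60 min enzyme reaction, room temperature · Signal – ADP-Glo luminescence · Also added – peptide substrate and ATP at 25 µM · Controls – DMSO neutral wells and GW8510 at 20 µM as positive · Buffer or medium – Tris/MgCl2 kinase buffer · Measure – Luminescence-derived activity versus plate DMSO and GW8510 wells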
PolyA inh: polyadenylation inhibitors in yeast reporter cells, primary screen, luminescence, S. cerevisiae. calls only at 12 µM. actives 0.02% (n = 300,000). S. cerevisiae SKY197-pL101 polyadenylation reporter, beta-gal luminescence; efflux-impaired pdr1/pdr3 knockout yeast; score 100 = 6 SD above DMSO;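 active means lowest replicate activity score at least 50, where 100 means six control SD above control mean; inconclusive means lowest score under 50 but half or more replicates reach 50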;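 further: yeast exposed to compound for 9 h at 30 °C; higher score means more reporter readthrough which indicates perturbed polyadenylation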
Dyrk1A ADPGlo: rat Dyrk1A kinase inhibitors, primary screen, biochemical, single point, plate reader. Dual specificity tyrosine-phosphorylation-regulated kinase 1A (Rattus norvegicus), Q63470. ADP-Glo luminescence, NFATc1 peptide. inhibition, % at 12.5 µM. actives 0.43% (n = 310,000). AID 504441, 2011; in the data active means inhibition above about 50%;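 further: plate controls were vehicle with enzyme for no effect and no enzyme for full effect; many of its hits are not listed in these tables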
KCNQ1 inh: inhibitors of human KCNQ1 channel, primary screen, cell-based, thallium flux, high-throughput; Potassium voltage-gated channel subfamily KQT member 1 (Homo sapiens), P51787; B-score at 10 µM; actives 1.3% (n = 310,000); CHO-K1 KCNQ1, FluxOR thallium flux fluorescence; hits give high values;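 active means compounds whose thallium flux B-score, printed positive for inhibition, exceeds three library SD while starting fluorescence stays within three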;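 further: channel opened by potassium depolarization with thallium stimulus after 20 min compound exposure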
HDAC3 inh: HDAC3 deacetylase inhibitors, primary screen, biochemical, fluorescence, cell-free homogeneous; recombinant HDAC3, fluorogenic peptide/trypsin coupled; inhibition, % at 8.3 µM; actives 0.15% (n = 320,000); AID 2718, 2010; in the data active means inhibition above about 26%, passing the limit was not always enough; inconclusive means no clear call, values can overlap the other calls
hERG rescue: hERG rescue from dofetilide block, primary screen, cell-based, CHO-hERG, FluxOR thallium flux, dofetilide IC70. Voltage-gated inwardly rectifying potassium channel KCNH2 (Homo sapiens), Q12809. dofetilide IC70 present. activation (rescue from dofetilide block), less the hit threshold, % at 10 µM. actives 0.51% (n = 310,000);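 active means activation above the mean of controls blocked by dofetilide plus 5 SD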;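 further: thallium influx through hERG after potassium depolarization seen as dye fluorescence rise; in these data hits start at about 4.7%; inactives centre near -7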
Target sequence (Q12809 whole entry, looked up): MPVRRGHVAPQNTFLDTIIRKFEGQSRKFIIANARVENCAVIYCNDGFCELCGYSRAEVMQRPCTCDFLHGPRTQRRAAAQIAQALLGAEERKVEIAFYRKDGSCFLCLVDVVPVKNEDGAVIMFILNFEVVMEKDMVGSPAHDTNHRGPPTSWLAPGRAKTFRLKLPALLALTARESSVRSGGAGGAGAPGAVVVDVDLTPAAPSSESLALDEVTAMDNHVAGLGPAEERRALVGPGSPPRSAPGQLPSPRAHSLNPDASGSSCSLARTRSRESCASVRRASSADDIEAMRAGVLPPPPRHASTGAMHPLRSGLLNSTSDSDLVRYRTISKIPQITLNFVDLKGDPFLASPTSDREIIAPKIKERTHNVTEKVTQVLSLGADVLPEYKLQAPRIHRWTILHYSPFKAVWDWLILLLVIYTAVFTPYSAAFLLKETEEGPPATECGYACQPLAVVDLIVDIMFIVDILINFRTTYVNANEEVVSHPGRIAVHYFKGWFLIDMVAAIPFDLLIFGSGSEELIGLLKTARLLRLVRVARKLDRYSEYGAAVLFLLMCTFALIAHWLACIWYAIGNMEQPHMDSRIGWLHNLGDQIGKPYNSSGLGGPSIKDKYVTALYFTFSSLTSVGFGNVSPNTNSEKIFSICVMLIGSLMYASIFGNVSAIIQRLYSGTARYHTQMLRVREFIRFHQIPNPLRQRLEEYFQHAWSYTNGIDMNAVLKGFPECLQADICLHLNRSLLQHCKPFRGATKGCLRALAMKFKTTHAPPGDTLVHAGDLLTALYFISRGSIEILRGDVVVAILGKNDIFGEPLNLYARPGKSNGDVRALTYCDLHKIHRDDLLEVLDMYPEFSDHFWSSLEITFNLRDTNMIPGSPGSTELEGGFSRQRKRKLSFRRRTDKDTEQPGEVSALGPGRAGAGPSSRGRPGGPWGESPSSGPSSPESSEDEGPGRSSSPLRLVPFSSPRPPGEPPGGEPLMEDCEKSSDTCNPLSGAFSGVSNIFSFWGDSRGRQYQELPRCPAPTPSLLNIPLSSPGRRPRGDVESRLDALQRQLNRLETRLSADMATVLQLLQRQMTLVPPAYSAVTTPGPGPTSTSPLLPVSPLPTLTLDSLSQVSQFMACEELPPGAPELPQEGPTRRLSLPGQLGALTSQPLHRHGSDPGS
GSK3 alpha inh: blockers of GSK3A enzyme activity – biochemical, luminescence, cell-free homogeneous, HTS, primary screen; Glycogen synthase kinase-3 alpha (Homo sapiens), P49840; GSK-3 alpha kinase, ADP-Glo luminescence, 60 min; inhibition, % at 10 µM; actives 0.1% (n = 320,000);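 in the data active means inhibition above about 50%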;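 further: GST-tagged GSK-3 alpha with peptide substrate and 25 µM ATP; 0% = DMSO neutral wells and 100% = GW8510 positive control wells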
KCNK3 inh: human KCNK3 channel inhibitors, primary screen, CHO cells, FluxOR thallium flux, B-score; Potassium channel subfamily K member 3 (Homo sapiens), O14649; FluxOR fluorescence; hits give low values; B-score at 10 µM; actives 0.84% (n = 340,000); AID 602410, 2012;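 active means B-score under library mean minus 4 SD, starting fluorescence ratio at most library mean plus 5 SD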;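 further: more negative B-score means stronger inhibition of thallium flux through KCNK3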
RGS4 act: RGS4 potentiators or activators, primary screen, cell-based, HEK293 M3R inducible RGS4, calcium flux. carbachol calcium flux Fluo4; hits give low values. B-score at 10 µM. actives 0.92% (n = 310,000);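 active means B-score of the integrated calcium signal more than 4 SD below the library mean, with starting fluorescence not abnormally high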;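 further: negative B-score means reduced calcium response which marks RGS4 activation or potentiation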
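test system = M3R-expressing HEK293 line, RGS4 induced by doxycycline | probe or stimulus = carbachol at ECmax as muscarinic agonist stimulus | timing = dye loading 30 min 37 °C, buffer rest 30 min RT | signal = calcium dye Fluo4 fluorescence | evaluation = B score from integrated fluorescence ratio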
KCNK9 block: KCNK9 potassium channel inhibitors, primary screen, HEK293 cells, thallium flux | FluxOR thallium flux fluorescence; hits give low values | B-score at 10 µM | actives 1.2% (n = 310,000);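 active means ratio B-score over 3 SD below the library mean, with starting fluorescence within 5 SD of its mean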;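 further: negative B-score means less thallium flux so channel inhibition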
Active calls of the source: *. Only part of the results is shown, so the mix of outcomes need not match the whole.

What do the screens show for `COc1ccc(-c2cccc(NS(=O)(=O)c3cccc([N+](=O)[O-])c3)c2)nn1`?
KCNQ1 act: inactive; GSK3beta inhib: 1; PolyA inh: inactive; Dyrk1A ADPGlo: 3; KCNQ1 inh: inactive; hERG rescue: -7; KCNK3 inh: inactive; RGS4 act: inactive; KCNK9 block: inactive

Results for COc1ccc(C(=O)Nc2nncs2)cc1S(=O)(=O)N1CC(c2ccccc2)CC1=O (configuration not stated) ?
KCNQ1 act: inactive; GSK3beta inhib: 1; PolyA inh: inactive; Dyrk1A ADPGlo: 5; KCNQ1 inh: inactive; HDAC3 inh: -4; hERG rescue: -4; KCNK3 inh: inactive; RGS4 act: inactive; KCNK9 block: inactive

Results for COC(=O)c1ccc(NS(=O)(=O)c2ccc3c(c2)n(C)c(=O)n3C)cc1 ?
KCNQ1 act: inactive; GSK3beta inhib: -1; PolyA inh: inactive; Dyrk1A ADPGlo: -1; KCNQ1 inh: inactive; HDAC3 inh: 1; hERG rescue: -4; GSK3 alpha inh: -1; KCNK3 inh: inactive; RGS4 act: inactive; KCNK9 block: inactive

How did CC(=O)Nc1c(C(=O)O)[nH]c2ccccc12 do in these assays?
KCNQ1 act: inactive; GSK3beta inhib: 2; PolyA inh: inactive; Dyrk1A ADPGlo: -4; KCNQ1 inh: inactive; HDAC3 inh: 0; hERG rescue: -5; GSK3 alpha inh: -2; KCNK3 inh: inactive; RGS4 act: inactive; KCNK9 block: inactive

How did COc1ccc(-n2c(SCC(=O)Nc3nccs3)nnc2-c2ccoc2C)cc1 do in these assays?
KCNQ1 act: inactive; GSK3beta inhib: -4; PolyA inh: inactive; Dyrk1A ADPGlo: -3; KCNQ1 inh: inactive; HDAC3 inh: 6; hERG rescue: -16; GSK3 alpha inh: 6; KCNK3 inh: inactive; RGS4 act: inactive; KCNK9 block: inactive

What do the screens show for `Oc1c(C(Nc2nc3ccccc3s2)c2ccco2)ccc2cccnc12` (configuration not stated)?
KCNQ1 act: inactive; GSK3beta inhib: -1; PolyA inh: inactive; Dyrk1A ADPGlo: -3; KCNQ1 inh: inactive; HDAC3 inh: 0; hERG rescue: -4; GSK3 alpha inh: -2; KCNK3 inh: inactive; RGS4 act: inactive; KCNK9 block: inactive

How did CCCCc1ccc(-c2csc(/C(C#N)=C\c3ccco3)n2)cc1 do in these assays?
KCNQ1 act: inactive; GSK3beta inhib: -2; PolyA inh: inactive; Dyrk1A ADPGlo: -2; KCNQ1 inh: inactive; HDAC3 inh: 3; hERG rescue: -5; KCNK3 inh: inactive; RGS4 act: inactive; KCNK9 block: inactive

What do the screens show for `COc1ccc2c(c1OC)C(=O)N(c1cccc(C)c1)C2=O`?
KCNQ1 act: inactive; GSK3beta inhib: -7; PolyA inh: inactive; Dyrk1A ADPGlo: 1; KCNQ1 inh: inactive; HDAC3 inh: 8; hERG rescue: -6; GSK3 alpha inh: 1; KCNK3 inh: inactive; RGS4 act: inactive; KCNK9 block: inactive

What do the screens show for `Cc1c(O)ccc(NS(=O)(=O)c2ccccc2)c1C`?
KCNQ1 act: inactive; GSK3beta inhib: 0; PolyA inh: inactive; Dyrk1A ADPGlo: 0; KCNQ1 inh: inactive; HDAC3 inh: -7; hERG rescue: -5; GSK3 alpha inh: -1; KCNK3 inh: inactive; RGS4 act: inactive; KCNK9 block: inactive

What do the screens show for `O=c1[nH]nc(-c2ccc(F)cc2)cc1Cc1ccc(F)cc1`?
KCNQ1 act: inactive; GSK3beta inhib: -1; PolyA inh: inactive; Dyrk1A ADPGlo: 2; KCNQ1 inh: inactive; HDAC3 inh: -2; hERG rescue: -11; GSK3 alpha inh: 5; KCNK3 inh: inactive; RGS4 act: inactive; KCNK9 block: inactive

Results for Cc1cc(C(F)(F)F)nn1Cc1n[nH]c(=S)n1-c1ccc(F)cc1 ?
KCNQ1 act: inactive; GSK3beta inhib: -3; PolyA inh: inactive; Dyrk1A ADPGlo: 2; KCNQ1 inh: inactive; HDAC3 inh: 6; hERG rescue: -5; GSK3 alpha inh: 0; KCNK3 inh: inactive; RGS4 act: inactive; KCNK9 block: inactive

What do the screens show for `O=C(CN1CCN(Cc2ccccc2)CC1)NCc1ccccc1Cl`?
KCNQ1 act: inactive; GSK3beta inhib: 1; PolyA inh: inactive; Dyrk1A ADPGlo: -5; KCNQ1 inh: inactive; HDAC3 inh: 10; hERG rescue: 4; GSK3 alpha inh: -3; KCNK3 inh: inactive; RGS4 act: inactive; KCNK9 block: inactive

Results for CC(=O)Oc1cccc(N2C(=O)C3C(C2=O)C2C=CC3C23CC3)c1 (configuration not stated) ?
KCNQ1 act: inactive; GSK3beta inhib: 3; PolyA inh: inactive; Dyrk1A ADPGlo: 7; KCNQ1 inh: inactive; HDAC3 inh: -5; hERG rescue: -13; GSK3 alpha inh: -1; KCNK3 inh: inactive; RGS4 act: inactive; KCNK9 block: inactive

What do the screens show for `CNCC(O)Cn1c2c(c3ccccc31)CCCC2` (configuration not stated)?
KCNQ1 act: inactive; GSK3beta inhib: -2; PolyA inh: inactive; Dyrk1A ADPGlo: -2; KCNQ1 inh: inactive; HDAC3 inh: -6; hERG rescue: -22; GSK3 alpha inh: 9; KCNK3 inh: inactive; RGS4 act: inactive; KCNK9 block: inactive

What do the screens show for `O=C1OCC2=C1C(c1ccc(F)cc1)CC(=O)N2c1ccc(F)cc1` (configuration not stated)?
KCNQ1 act: inactive; GSK3beta inhib: 0; PolyA inh: inactive; Dyrk1A ADPGlo: -1; KCNQ1 inh: inactive; HDAC3 inh: -6; hERG rescue: -17; GSK3 alpha inh: -6; KCNK3 inh: inactive; RGS4 act: inactive; KCNK9 block: inactive

What do the screens show for `Cc1ccccc1NC(=O)CSc1nnc2ccc(-c3ccncc3)nn12`?
KCNQ1 act: inactive; GSK3beta inhib: -33; PolyA inh: inactive; Dyrk1A ADPGlo: 21; KCNQ1 inh: inactive; HDAC3 inh: 2; hERG rescue: -9; GSK3 alpha inh: 5; KCNK3 inh: inactive; RGS4 act: inactive; KCNK9 block: inactive

Results for N#CC(C(=O)NCCc1ccccc1)c1nc2ccccc2nc1N1CCCCC1 (configuration not stated) ?
KCNQ1 act: inactive; GSK3beta inhib: -3; PolyA inh: inactive; Dyrk1A ADPGlo: -12; KCNQ1 inh: inactive; HDAC3 inh: 5; hERG rescue: -12; GSK3 alpha inh: -5; KCNK3 inh: inactive; RGS4 act: inactive; KCNK9 block: inactive

How did O=C(NCC1c2ccccc2CCN1C(=O)CN1CCOCC1)C1CCCCC1 (configuration not stated) do in these assays?
KCNQ1 act: inactive; GSK3beta inhib: 0; PolyA inh: inactive; Dyrk1A ADPGlo: -5; KCNQ1 inh: inactive; HDAC3 inh: -2; hERG rescue: -8; GSK3 alpha inh: 0; KCNK3 inh: inactive; RGS4 act: inactive; KCNK9 block: inactive

What do the screens show for `Cc1ccc2cc(C#N)c(NCc3ccccc3)nc2c1`?
KCNQ1 act: inactive; GSK3beta inhib: 3; PolyA inh: inactive; Dyrk1A ADPGlo: 4; KCNQ1 inh: inactive; HDAC3 inh: 0; hERG rescue: -12; GSK3 alpha inh: -3; KCNK3 inh: inactive; RGS4 act: inactive; KCNK9 block: inactive

What do the screens show for `O=C(NC1CCCCCCC1)c1ccc(F)cc1`?
KCNQ1 act: inactive; GSK3beta inhib: -2; PolyA inh: inactive; Dyrk1A ADPGlo: -1; KCNQ1 inh: inactive; HDAC3 inh: -9; hERG rescue: -4; GSK3 alpha inh: -4; KCNK3 inh: inactive; RGS4 act: inactive; KCNK9 block: inactive

Results for Cc1ccccc1NC(=O)CSc1nc2ccccc2c2nc(CCn3cncc3C)nn12 ?
KCNQ1 act: inactive; GSK3beta inhib: -3; PolyA inh: inactive; Dyrk1A ADPGlo: 2; KCNQ1 inh: inactive; HDAC3 inh: -4; hERG rescue: -14; GSK3 alpha inh: 3; KCNK3 inh: inactive; RGS4 act: inactive; KCNK9 block: inactive

How did Oc1[nH]c2ccc(Br)cc2c1N=Nc1nn[nH]n1 do in these assays?
KCNQ1 act: inactive; GSK3beta inhib: -13; PolyA inh: inactive; Dyrk1A ADPGlo: 32; KCNQ1 inh: inactive; HDAC3 inh: inconclusive; hERG rescue: -9; GSK3 alpha inh: 40; KCNK3 inh: inactive; RGS4 act: inactive; KCNK9 block: inactive

What do the screens show for `COc1cccc(-c2nn(-c3ccccc3)cc2CN(C)Cc2ccon2)c1`?
KCNQ1 act: inactive; GSK3beta inhib: 1; PolyA inh: inactive; Dyrk1A ADPGlo: 7; KCNQ1 inh: inactive; HDAC3 inh: -1; hERG rescue: -12; GSK3 alpha inh: -1; KCNK3 inh: inactive; RGS4 act: inactive; KCNK9 block: inactive

What do the screens show for `COC(=O)C1CCN(C(=O)NC(C)(C)C)CC1`?
KCNQ1 act: inactive; GSK3beta inhib: 3; PolyA inh: inactive; Dyrk1A ADPGlo: -7; KCNQ1 inh: inactive; HDAC3 inh: 3; hERG rescue: -4; GSK3 alpha inh: 3; KCNK3 inh: inactive; RGS4 act: inactive; KCNK9 block: inactive

Bioassay records as filed in PubChem.
